# Yeast lifespan up: yeast lifespan extension. inhibition of the nicotinamide effect, % at 10 µM. actives 0.68% (n = 130,000). AID 775. S. cerevisiae growth with nicotinamide, OD615; deaD strain in restrictive glucose medium;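 active = inhibition above a set limit, placed 3 SD over the median of all compounds, cut at about 26% in these data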;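 also: 0% = nicotinamide-treated wells and 100% = cells grown without nicotinamide; some compounds called inactive have numbers as strong as hits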
#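 Material: Modified budding yeast, DeaD strain | Medium: Restrictive glucose medium | Probe or stimulus: 1.5 mM nicotinamide | Dosing: Single dose 10 µM compound, 0.25% DMSO | Times: 48 h at 30 °C | Technique: OD615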
# NPY Y2 blocker: blocks the human neuropeptide Y Y2 receptor. NPY-Y2 expressing cells, antagonist mode. inhibition, % at 2.7 µM. actives 0.99% (n = 140,000). AID 793; in the data active = inhibition above about 17%;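 also: 0% = vehicle with agonist challenge and 100% = reference antagonist with challenge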
# Target sequence (P49146 whole entry, looked up): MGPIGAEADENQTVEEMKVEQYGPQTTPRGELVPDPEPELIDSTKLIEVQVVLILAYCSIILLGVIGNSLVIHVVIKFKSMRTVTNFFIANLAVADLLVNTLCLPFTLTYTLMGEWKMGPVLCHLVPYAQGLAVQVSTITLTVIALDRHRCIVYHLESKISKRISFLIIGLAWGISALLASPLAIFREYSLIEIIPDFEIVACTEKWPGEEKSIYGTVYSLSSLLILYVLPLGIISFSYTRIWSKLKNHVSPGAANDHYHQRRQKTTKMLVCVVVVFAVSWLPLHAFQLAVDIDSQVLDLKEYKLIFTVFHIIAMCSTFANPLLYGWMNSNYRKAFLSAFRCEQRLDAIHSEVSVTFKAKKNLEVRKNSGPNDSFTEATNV
# GALR2 blocker: blocks the human galanin receptor 2; GALR2-expressing cells, antagonist mode; inhibition, % at 4 µM; actives 0.39% (n = 140,000); AID 828; in the data active = inhibition above about 27%;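 also: cells stimulated with galanin 1-16 at roughly its EC80; 0% = agonist challenge control and 100% = basal control without agonist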
# Target sequence (O43603 whole entry, looked up): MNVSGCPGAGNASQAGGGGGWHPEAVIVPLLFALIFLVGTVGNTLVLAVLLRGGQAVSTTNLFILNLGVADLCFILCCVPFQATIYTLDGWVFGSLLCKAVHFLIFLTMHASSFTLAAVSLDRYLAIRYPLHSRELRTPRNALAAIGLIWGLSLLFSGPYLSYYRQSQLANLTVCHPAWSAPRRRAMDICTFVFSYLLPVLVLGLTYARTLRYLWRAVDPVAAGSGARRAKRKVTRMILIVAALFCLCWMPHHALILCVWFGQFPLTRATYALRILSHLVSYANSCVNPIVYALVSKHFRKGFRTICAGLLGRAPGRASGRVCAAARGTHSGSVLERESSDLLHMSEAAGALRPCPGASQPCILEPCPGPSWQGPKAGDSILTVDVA
# Phagocytosis inh: blocks phagocytosis by macrophages; J774A.1 macrophage IgG-bead phagocytosis, imaging; inhibition, % at 5 µM; actives 0.07% (n = 110,000); AID 1029;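 active = inhibition above the mean of the plate negative controls plus 5 SD, cut at about 13% in these data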;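 also: phagocytic index as fraction of beads internalized from green versus red external bead signal; plate controls were DMSO negative control for no effect and cytochalasin-D positive control for full effect; some results beyond the cut were filed as inactive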
# BB579 growth dn: reduces growth of yeast BB579 in restrictive medium; S. cerevisiae BB579 growth, OD615, 48 h; inhibition, % at 10 µM; actives 0.51% (n = 140,000);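 active = inhibition above a set limit, 3 SD over the mean compound inhibition, cut at about 44% in these data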; also: inactives centre near -24
#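 Assay system: S. cerevisiae DeaD strain BB579 yeast. Medium: CSMM-D restrictive synthetic medium containing dextrose (glucose). Times: 4 h cell preincubation, 48 h compound exposure, 30 °C humidified. Signal: OD615 turbidity measurement. Benchmarks: positive control amphotericin B 10 µg/mL.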
# bCat KO growth: beta-catenin-lacking colon tumor cell growth suppression. AID 818. actives 1.5% (n = 140,000). HCT116 beta-catenin knockout viability, CellTiter-Glo, 60 h; hits give low values. viability, % at 10 µM;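 active = viability at or under a set limit, the compound median less 4 SD, cut at about 6% in these data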;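 also: 0% = Hyamine 1622 control at 20 µM and 100% = untreated cell control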
# PTEN del growth: suppresses growth of cells with PTEN deletion. actives 1.2% (n = 140,000). HCT116 PTEN-null viability, CellTiter-Glo, 60 h; hits give low values. viability, % at 10 µM;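 active = viability at or below a set limit, 4 SD under the median of all tested compounds, cut at about 3.7% in these data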;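 also: PTEN knockout HCT116 line with beta catenin targeted HCT116 as companion control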
# Measles CPE: protection of cells from measles virus; Measles virus-infected cells, CPE protection, absorbance; protection (pct of control), % at 4 µM; actives 1.5% (n = 140,000); in the data active = protection mostly above about 24%, no sharp cut-off; inactive = mostly below about 26%; also: some compounds called inactive have numbers as strong as hits
# E-sel TNF inh: TNF alpha driven E-selectin expression inhibition. HUVEC TNFa-induced E-selectin immunofluorescence, high content. inhibition, % at 2 µM. actives 0.71% (n = 120,000). AID 1246;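 active = inhibition above the batch mean plus 3 SD, and confirmed as a hit on visual image review, cut at about 43% in these data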;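 also: 0% = TNF-stimulated DMSO wells and 100% = unstimulated control wells; not every result past the cut was called active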
# MRP1 act: activates MRP-1 | H69AR cells + doxorubicin, viability rescue, CellTiter-Glo | viability increase, % at 10 µM | actives 0.61% (n = 140,000) | AID 799;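 active = viability gain under doxorubicin at or above a set limit, the compound median plus 3 SD, cut at about 4.7% in these data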;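 also: MRP-1 overexpressing cells given doxorubicin 25 µM after compound pretreatment; 18-22 h compound pretreatment then 72 h with doxorubicin before readout; 0% = doxorubicin-only wells and 100% = vehicle-treated cells without doxorubicin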
# An asterisk follows results filed as active; . = not tested or not shown; & = joins results of further samples. Not a hit list (roughly 6.4% active in at least one column).
SMILES,Yeast lifespan up,NPY Y2 blocker,GALR2 blocker,Phagocytosis inh,BB579 growth dn,bCat KO growth,PTEN del growth,Measles CPE,E-sel TNF inh,MRP1 act
CCc1cccc(CC)c1N1C(=O)c2cc(N3CCOCC3)c([N+](=O)[O-])cc2C1=O,2,-1,-1,-4,8,95,82,7,-14,-2.5
COc1ccc(Cc2nc(C(=O)Nc3ccc(F)cc3)cs2)cc1,-8,14,6,-1,-30,80,74,9,12,-1.4
CCOC(=O)c1c(COc2ccccc2)oc2ccc(O)cc12,-17,12,-12,0,-40,112,114,5,-9,-0.8
CCOc1ccc(C(=O)NCC(=O)OCC(=O)Nc2ccccc2OC)cc1,-10,2,-11,0,-65,99,99,4,0,-0.1
COC(=O)c1ccc(Cl)c(NC(=O)CN(c2ccccc2)S(=O)(=O)c2ccc(OC)cc2)c1,-3,1,1,-11,-14,77,74,10,.,-2.8
COCC(=O)c1[nH]c2ccccc2c1C,0,3,7,1,14,102,117,3,-51,-0.9
CC(=O)CC(C)(C)S(=O)(=O)c1ccc(NC(C)=O)cc1,.,1,16,.,-26,96,96,28,-3,-0.1
COc1cccc(OCC(O)CN2CCN(c3ccccn3)CC2)c1 (configuration not stated),2,4,-10,-2,-1,95,95,18,.,-3.2
O=C(/C=C/c1ccccc1)N1CCN(Cc2nc3ccccc3c(=O)[nH]2)CC1,-10,0,10,.,-25,84,91,16,-3,-4.2
Cc1ccc(-c2csc(SCC(=O)Nc3cc(C)on3)n2)cc1,.,5,3,.,-51,87,96,7,-13,0.3
CN=C(Nc1cc(C)nn1CCC#N)c1ccccc1,-10,-2,4,0,-16,103,94,3,-11,0.5
COc1ccc(NC(=O)C2CCN(c3nnnn3-c3ccccc3)CC2)cc1,-19,2,3,.,-30,93,94,4,-1,-1.1
Cc1ccc(OCC(=O)Nc2ccc(N3CCOCC3)cc2)cc1,-7,-2,12,0,-38,94,.,8,.,0.1
O=C(OCc1ccccc1)/C(=C/c1cccc2ccccc12)NC(=O)c1ccccc1,-8,6,6,2,-5,76,82,42,.,-1.9
N#Cc1ccc(-c2ccccc2)nc1SCCN1CCOCC1,2,8,-5,-3,-35,84,72,7,.,-1.3
CC(C)(C)c1nc(SCC(=O)NCc2ccco2)c2ccccc2n1,3,8,-9,-2,-51,63,59,6,-10,-5.5
COc1ccc(NC(=S)N2CCC(N(C)CC3CCCO3)CC2)cc1 (configuration not stated),0,1,-3,-9,-24,90,93,4,-13,-1.5
Cc1ccc(-n2c(CCC(=O)O)ccc2-c2cccs2)cc1C,-12,10,0,.,6,90,87,3,-21,-4.4
CCOc1ccc(CCNC(=O)c2cccc(N3CCCC3=O)c2)cc1OCC,3,3,-6,-2,-4,96,95,5,4,-2.6
O=C1CCCN1c1ccc(S(=O)(=O)N2CCC(c3ccccc3)CC2)cc1,-6,2,-12,.,-61,57,56,14,-12,-0.8
COc1ccccc1-c1c(C)nn2c(NCCN3CCCC3)cc(C)nc12,-10,1,3,0,2,78,73,5,3,-3.0
O=S(=O)(NCCn1ccc2ccccc21)c1ccccc1,-6,0,1,0,-15,88,84,11,5,0.1
Cc1ccc(-c2noc(CCC(=O)NCCN3CCOCC3)n2)cc1,-7,2,1,4,-28,95,91,19,.,-1.9
O=C(O)c1cc2cccc(S(=O)(=O)N3CCOCC3)c2cc1O,-4,-1,11,-1,-5,95,93,3,28,0.1
CC(=O)Nc1cc(N2C(=O)CCC2=O)ccc1Cl,11,2,-1,-3,-58,89,100,3,0,-0.8
CCOC(=O)c1ccc(Oc2nc(NC)nc(SC)n2)cc1,-13,2,0,-1,-48,107,98,4,-5,-0.6
COc1ccc2nc(NC(=O)CSc3nc4ccccc4o3)sc2c1,-7,2,-3,0,-80,99,103,9,-1,-1.8
CC(C)N1C(=O)CCC1C(=O)NCCc1ccc(Cl)cc1 (configuration not stated),3,2,-6,.,-35,92,92,30*,8,-1.3
CCCCCNC(=O)c1cc(S(=O)(=O)N2CCCC2)ccc1F,4,0,8,-4,-14,93,93,18,-8,-1.1
CC1CNCCN1S(=O)(=O)c1cccc2cnccc12 (configuration not stated),1,3,-6,.,2,93,89,21,.,-1.0
COc1ccc(C)cc1NS(=O)(=O)c1ccc(Br)s1,-2,2,-1,-2,-40,86,70,2,14,-0.7
CCCCOc1ccc(S(=O)(=O)n2c(C)nc3ccccc32)cc1,-7,5,3,-2,2,95,86,5,-12,-1.5
O=C1C2C3c4ccccc4C(c4ccccc43)C2C(=O)N1c1nc(-c2ccccc2)cs1 (configuration not stated),-10,1,-4,.,-32,84,67,3,-61,0.9
Cc1cc2c(C)c(C)c(=O)[nH]c2cc1N,-2,3,-11,.,-25,74,78,10,19,-2.2
Cc1ccc(-c2nc3ccccc3[nH]2)cc1NC(=O)c1ccc2c(c1)OCO2,-16,0,-10,-2,-39,76,77,8,-26,-2.7
COCCCNC(=O)c1cc(C(=O)c2c(-c3c(Cl)cccc3Cl)noc2C)c[nH]1,-2,6,-2,1,-19,39,44,5,-40,-3.6
O=C1c2sc3nc4ccccc4n3c2C(=O)N1c1ccccc1Cl,9,2,9,2,-22,96,94,4,-28,-0.1
COc1cccc(OC)c1OCCCc1c(C)n[nH]c1C,-6,2,4,-2,12,95,87,4,.,-1.6
Cc1ccc(OCC(=O)NCc2ccccn2)cc1,-3,3,5,0,-45,93,103,23,.,-0.6
CC(=O)Nc1ccc(C(=O)n2cnc3cc(C)c(C)cc32)cc1,-13,1,-3,0,-3,92,89,20,18,0.6
CN1CCN(C(=O)CN2C(=O)CC(C)(C)S(=O)(=O)c3ccccc32)CC1,-6,0,-17,0,-47,79,102,3,1,0.0
CCC(CC)C(=O)Nc1cccc(S(=O)(=O)c2cccc(NC(=O)C(CC)CC)c2)c1,-2,2,-8,0,-35,89,97,23,-4,-2.2
CCOC(=O)NC(c1cccc(Cl)c1)C1CCCCCC1=O (configuration not stated),-5,5,-2,-1,-26,91,99,19,11,-1.2
COc1ccc(NC(=O)c2ccc(=O)oc2)cc1,5,-2,-6,-1,-26,89,85,23,-31,-1.3
O=C(Nc1nnc(-c2ccccc2Cl)s1)C1CCN(S(=O)(=O)c2ccc(Cl)cc2)CC1,-1,3,0,-11,-4,85,87,21,.,-0.7

# 3 compounds out of the list above, sorted by their value in BB579 growth dn, high to low.
structure	Yeast lifespan up	NPY Y2 blocker	GALR2 blocker	Phagocytosis inh	BB579 growth dn	Measles CPE	E-sel TNF inh
Cc1cc2c(C)c(C)c(=O)[nH]c2cc1N	-2	3	-11	.	-25	10	19
Cc1ccc(-c2nc3ccccc3[nH]2)cc1NC(=O)c1ccc2c(c1)OCO2	-16	0	-10	-2	-39	8	-26
COc1ccc(C)cc1NS(=O)(=O)c1ccc(Br)s1	-2	2	-1	-2	-40	2	14

# More records follow:
SMILES,Yeast lifespan up,NPY Y2 blocker,GALR2 blocker,Phagocytosis inh,BB579 growth dn,bCat KO growth,PTEN del growth,Measles CPE,E-sel TNF inh,MRP1 act
CC1(c2ccccc2)CC(C)(C)N(C(=O)c2cc([N+](=O)[O-])cc([N+](=O)[O-])c2)c2ccccc21 (configuration not stated),0,-3,3,.,-29,69,63,8,10,3.1
Cn1c(=O)c(=O)n(C)c2cc(S(=O)(=O)N3CCN(Cc4ccccc4)CC3)ccc21,88*,0,-2,-2,-17,93,88,10,.,-3.4
O=C(Nc1ccccc1)C(c1ccccc1)C1CCCC1 (configuration not stated),6,11,4,-13,-38,77,72,8,.,-1.5
CC1(C)NC(=O)NC2(C)NC(=O)NC(C)(C)C12 (configuration not stated),3,-1,1,-1,1,96,100,3,-10,-1.5
CCOC(=O)N1CCN(c2c(-c3ccc(C(C)C)cc3)c(=O)c2=O)CC1,-15,6,8,.,-10,92,93,4,8,-1.5
O=C1C2CCCN2C(c2cccc(Br)c2)N1c1ccc(F)cc1 (configuration not stated),0,4,2,-1,-25,79,77,9,13,-3.0
CCOC(=O)c1sc2nc(NC(=O)COc3ccccc3)sc2c1C,-12,3,-3,0,-2,98,80,14,.,3.7
CC(C)Cc1nc(N2CCC(C(N)=O)CC2)c2nnn(Cc3ccccc3)c2n1,-3,2,-5,0,-31,94,100,6,34,-1.6
CCC(=O)Nc1ccc(Cl)c(NC(=O)c2ccc([N+](=O)[O-])cc2)c1,-1,2,5,-3,-21,93,95,16,.,-2.3
Cc1cccc(NC(NC(=O)Cc2ccccc2)C(Cl)(Cl)Cl)c1 (configuration not stated),8,3,-1,-2,-20,68,74,58*,1,-1.5
Cc1ccc(/C=N/Nc2nc3ccccc3[nH]2)s1,-2,2,24,-3,-35,70,72,2,-7,-1.0
O=c1nc2sc3ccccc3n2c(=O)n1-c1cccc(Cl)c1,-7,0,18,0,-40,72,50&54,6,20,-0.8
CC(=O)Nn1cnc2c(c1=O)C1(CCCC1)Cc1ccccc1-2,-8,6,4,-1,-30,92,87,4,-24,-1.8
CCOC(=O)c1c(N)sc2c1CCSC2,-10,5,3,.,1,96,90,5,10,-4.2

# Molecules above containing four or more nitrogen atoms:
SMILES,Yeast lifespan up,NPY Y2 blocker,GALR2 blocker,Phagocytosis inh,BB579 growth dn,bCat KO growth,PTEN del growth,Measles CPE,E-sel TNF inh,MRP1 act
O=C(/C=C/c1ccccc1)N1CCN(Cc2nc3ccccc3c(=O)[nH]2)CC1,-10,0,10,.,-25,84,91,16,-3,-4.2
CN=C(Nc1cc(C)nn1CCC#N)c1ccccc1,-10,-2,4,0,-16,103,94,3,-11,0.5
COc1ccc(NC(=O)C2CCN(c3nnnn3-c3ccccc3)CC2)cc1,-19,2,3,.,-30,93,94,4,-1,-1.1
COc1ccccc1-c1c(C)nn2c(NCCN3CCCC3)cc(C)nc12,-10,1,3,0,2,78,73,5,3,-3.0
Cc1ccc(-c2noc(CCC(=O)NCCN3CCOCC3)n2)cc1,-7,2,1,4,-28,95,91,19,.,-1.9
CCOC(=O)c1ccc(Oc2nc(NC)nc(SC)n2)cc1,-13,2,0,-1,-48,107,98,4,-5,-0.6
O=C(Nc1nnc(-c2ccccc2Cl)s1)C1CCN(S(=O)(=O)c2ccc(Cl)cc2)CC1,-1,3,0,-11,-4,85,87,21,.,-0.7
Cn1c(=O)c(=O)n(C)c2cc(S(=O)(=O)N3CCN(Cc4ccccc4)CC3)ccc21,88*,0,-2,-2,-17,93,88,10,.,-3.4
CC1(C)NC(=O)NC2(C)NC(=O)NC(C)(C)C12 (configuration not stated),3,-1,1,-1,1,96,100,3,-10,-1.5
CC(C)Cc1nc(N2CCC(C(N)=O)CC2)c2nnn(Cc3ccccc3)c2n1,-3,2,-5,0,-31,94,100,6,34,-1.6
Cc1ccc(/C=N/Nc2nc3ccccc3[nH]2)s1,-2,2,24,-3,-35,70,72,2,-7,-1.0
